Compound activity: PubChem BioAssay, Fisher Drug Discovery Resource Center
hcGAS lum – inhibitors of human cGAS; recombinant h-cGAS, ATP depletion, Kinase-Glo luminescence; inhibition, % at 12.5 µM; 290,000 compounds, 0.081% hits; Q8N884;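 further: 0% = vehicle reaction and 100% = reaction without DNA for no activity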
Target sequence (Q8N884 whole entry, looked up): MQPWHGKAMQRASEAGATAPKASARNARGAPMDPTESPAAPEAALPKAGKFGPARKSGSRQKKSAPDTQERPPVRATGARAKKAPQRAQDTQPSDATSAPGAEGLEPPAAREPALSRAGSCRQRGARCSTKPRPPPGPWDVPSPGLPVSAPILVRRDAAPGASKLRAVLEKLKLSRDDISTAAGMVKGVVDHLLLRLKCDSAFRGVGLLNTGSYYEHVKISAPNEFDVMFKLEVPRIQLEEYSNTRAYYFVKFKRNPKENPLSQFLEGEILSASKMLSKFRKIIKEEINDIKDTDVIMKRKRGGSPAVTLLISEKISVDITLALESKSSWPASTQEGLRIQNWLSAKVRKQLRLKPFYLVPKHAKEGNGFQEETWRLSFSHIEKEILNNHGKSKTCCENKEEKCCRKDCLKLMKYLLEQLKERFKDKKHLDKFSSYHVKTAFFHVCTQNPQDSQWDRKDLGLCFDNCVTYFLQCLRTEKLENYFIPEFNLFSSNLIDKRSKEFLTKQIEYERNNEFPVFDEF
mcGAS inh – blocks mouse cGAS activity. 160,000 compounds, 0.15% hits. AID 1259399. recombinant cGAS, Kinase-Glo ATP depletion luminescence. inhibition, % at 12.5 µM;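 further: 0% = negative control wells and 100% = reference inhibitor with no enzyme activity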
NPYLR7 ag – activates Aedes aegypti NPYLR7 receptor; HEK293T NPYLR7/Galpha15, GCaMP6s calcium fluorescence; activation, % at 10 µM; 270,000 compounds, 0.15% hits; AID 1259423; in the data active means activation above about 40%;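 further: 0% = vehicle and 100% = reference agonist at the receptor; some compounds past the cut are filed as inactive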
* marks the source's active call; other numbers are inactive results; x = not tested or not shown; & = joins results of further samples. Unless noted, no stated cut-off is given here; in the data, active means inhibition above about 40%; inactive means the rest.

Fields – hcGAS lum, mcGAS inh, NPYLR7 ag
- COc1cc(Cl)cc(C(=O)N2CCC(O)(CN(C)C)C2)c1 (stereo not drawn)
  -4, x, 5
- O=C1CN(C(=O)CC(c2ccccc2)c2ccc(Cl)cc2)CCN1 (stereo not drawn)
  -6, x, 16
- O=C(NC1CCS(=O)(=O)c2ccccc21)C1CCCN(C(=O)c2ccco2)C1 (stereo not drawn)
  2, x, 1
- Cc1cc(C)c2c(CC(=O)N3CCCC4(CNC(=O)O4)C3)coc2c1C (stereo not drawn)
  0, x, 3
- O=C(c1ccc2ncc(I)n2c1)N1CCCCCCC1
  -5, x, -1
- O=C(C1CCCN1S(=O)(=O)c1cccs1)N1CCN(c2nc3ccc(Cl)cc3s2)CC1 (stereo not drawn)
  -8, -10, 12
- O=C(C1CC=CCC1)N1CCc2ccc(NC(=O)C3(c4ccccc4)CC3)cc2C1 (stereo not drawn)
  -6, -10, 6
- CCN(Cc1nc2cc(Cl)ccc2c(=O)[nH]1)C(=O)COc1cc(C)ccc1Cl
  -8, x, 9
- CCn1nc(C)c(C(=O)NCc2cc(-c3ccc(C)cc3)on2)c1C
  -8, x, 16
- Cc1nc2ccccc2nc1CN1CCCC(C(=O)Nc2cccc(-n3cccn3)c2)C1 (stereo not drawn)
  -7, x, 2

Results in mcGAS inh and NPYLR7 ag, for two of the compounds above:
SMILES	mcGAS inh	NPYLR7 ag
O=C(NC1CCS(=O)(=O)c2ccccc21)C1CCCN(C(=O)c2ccco2)C1 (stereo not drawn)	x	1
Cc1cc(C)c2c(CC(=O)N3CCCC4(CNC(=O)O4)C3)coc2c1C (stereo not drawn)	x	3

(list continues)
Fields – hcGAS lum, mcGAS inh, NPYLR7 ag
- COc1cc(C)c(NC(=O)c2cnccn2)cc1OC
  -5, x, -22
- COC(=O)C1=C(O)/C(=C\c2cc(O)c(OC)c(OC)c2)SC1=Nc1cccc([N+](=O)[O-])c1
  5, 28, -3
- Cn1c(O)c(N=Nc2cccc3cccnc23)c2ccccc21
  -2, -4, -1
- O=c1[nH]c(-c2ccc(Br)cc2)nc2sc3c(c12)CCCC3
  -1, x, 17
- Cc1nc(CN2CCCCC2CCNS(C)(=O)=O)sc1C (stereo not drawn)
  -1, x, 3
- CCN(CC1CCCO1)C(=O)Cc1cc(=O)oc2cc(C)ccc12 (stereo not drawn)
  2, -11, x
- O=S(=O)(c1ccc(OCCN2CCCc3ccccc32)cc1)N1CCOCC1
  3, x, 5
- COc1ccc(C(C)O)cc1CSc1nc2ccccc2s1 (stereo not drawn)
  -13, x, 10
- Cc1ccc(F)cc1C(=O)N1CCN(C(c2ccc(F)cc2)c2ccc(F)cc2)CC1
  -4, -7, 4
- CCCc1cc(C(=O)OCC)nn1C1CCN(S(=O)(=O)c2ccc(OC)c(OC)c2)CC1
  2, -2, 14
- O=C(O)[C@@H]1C[C@@H]2O[C@H]1[C@H]1CN(Cc3ccccc3)C[C@H]1[C@@H]2O
  -2, -5, 7
- O=C(Nc1ccc(F)cc1F)N1CCC2(CC1)SCCN2C(=O)c1ccc(Cl)cc1
  -9, -5, -1
- O=C(OCc1nc(-c2cccs2)no1)C1CC2CCCC(C1)C2=O (stereo not drawn)
  -2, x, 3
- COC(=O)c1cc(OC)c(OC)cc1NC(=O)COc1ccc(Br)cc1
  -13, x, 3
- CCOC(=O)C1=C(C)NC2=C(C(=O)CC(C)(C)C2)C1c1coc2ccc(C)cc2c1=O (stereo not drawn)
  -2, -4, -10
- O=C(O)COc1ccccc1/C=C1\SC(=S)N(NC(=O)c2ccccc2)C1=O
  -4, 3, -6
- COCc1nc(N2CCN(C/C=C/c3ccccc3)CC2)c2cnn(C)c2n1
  -3, -3, 5
- NC(=O)CCOc1ccccc1NC(=O)NC1CCOc2ccccc21 (stereo not drawn)
  -12, x, 10
- Cc1ccc(N2C(=O)N(CC(=O)NC(C)c3cc(C)ccc3C)C(=O)C2C)cc1 (stereo not drawn)
  -7, -9, 1
- Cc1ccc(C(C)NS(=O)(=O)Cc2ccc(F)cc2)o1 (stereo not drawn)
  -3, -3, -3
- COc1ccc(S(=O)(=O)n2cc(-c3cccc(OC)c3)c(N)n2)cc1
  -2, -2, 1
- CCCc1noc(CN2CCCC2C(=O)Nc2nccs2)n1 (stereo not drawn)
  -13, x, 8
- CC(NC(=O)C(C)N1C(=O)CCC1=O)C(c1ccccc1)c1ccccc1 (stereo not drawn)
  -4, -12, 4
- O=C(Cn1c2ccccc2n2ncnc12)c1cccs1
  -6, x, 9
- COc1ccc(-c2cc3c(n(C)c2=O)CCN(C(=O)C2Cc4ccccc4O2)C3)c2ccc(C)nc12 (stereo not drawn)
  -3, -6, 14
- Cn1c(=O)c2cc(NC(=O)Cc3cccnc3)ccc2n1-c1ccc2ccccc2c1
  -10, -7, 3
- CCC1(C)NC(=O)N(N=Cc2ccccc2)C1=O (stereo not drawn)
  -8, x, 25
- CCN(C(=O)Nc1ccccc1OC)C(C)c1ccncc1 (stereo not drawn)
  -8, -8, 7
- Cc1ccccc1N1C(=O)CSC1c1ccc(NC(=O)c2cc(C(F)(F)F)cc(C(F)(F)F)c2)cc1 (stereo not drawn)
  -7, -3, 7
- Cc1ccc(Cc2nsc(N3CCN(S(=O)(=O)c4ccc5ccccc5c4)CC3)n2)cc1
  -3, -4, 11
- CCN(C(=O)c1ccccc1OCCOC)c1cccnc1
  -7, -17, 15
- COCCn1c(N)c(N(Cc2ccccc2)C(=O)c2occc2C)c(=O)[nH]c1=O
  -5, x, -1
- COCCNC(=S)NNc1c(Cl)cc(Cl)cc1Cl
  -6, x, 3
- CCCC(NC(=O)Cn1nnn(-c2ccccc2)c1=O)c1ccccc1 (stereo not drawn)
  6, x, -5
- Cc1cc(S(=O)(=O)N2CCN(Cc3ncc(-c4ccccc4)o3)CC2)ccc1Br
  -3, -4, -1
- CCNC(=O)N(CCOC)Cc1cc(NC(=O)CC)ccc1N(C)C
  -1, -1, 4
- COc1ccc(S(=O)(=O)c2cn(C)c3cc(N4CCCC(C)C4)c(F)cc3c2=O)cc1 (stereo not drawn)
  -3, -7, -9
- CCC(C)N(Cc1ccc(N(CC)CC)cc1OS(=O)(=O)c1ccc(OC)cc1)C(=O)c1ccco1 (stereo not drawn)
  -1, -9, 30
- CNC(=O)C(C)N(C)C(=O)c1cc2c(n(C)c1=O)CCCC2 (stereo not drawn)
  -9, x, 4
- COc1ccc(-c2ccc(C)c(NC(=O)c3ccccc3)c2)nn1
  -5, x, 1
- CC(C)C(=O)N1CCC(N(C)Cc2nc3ccccc3n2C)CC1
  -7, x, 4
- Cc1ccc(OCC(=O)n2nc(C)c(Sc3ccccc3)c2C)cc1
  -2, 2, -6
- Cc1c[nH]c(C(=O)N2CCCC3(CC2)CNC(=O)O3)c1 (stereo not drawn)
  5, -1, x
- COCc1c(C(=O)N(C)Cc2ccc(C)o2)noc1C
  -7, x, 25
- Cn1ccnc1C1CCCCN1Cc1nc(Cc2cccc(C(F)(F)F)c2)no1 (stereo not drawn)
  -2, -8, 13
- CC(=O)Nc1ccc(CN2CCCC(CO)(Cc3ccccc3C)C2)cc1 (stereo not drawn)
  -10&-3, -5, 1&16
- O=C(COc1ccccc1)Nc1nnc(SCc2ccc(F)cc2F)s1
  -7, -4, -5
- CCn1c(C2CCCN(Cc3cc(C)no3)C2)nn(CCN(C)C)c1=O (stereo not drawn)
  -7, -11, 29
- CC1CCCC(C)N1NC(=O)Cc1c(Cl)cccc1Cl (stereo not drawn)
  2&-11, x, -10&6
- Cc1cn(C(=O)c2ccccc2)c(=O)[nH]1
  -1, x, -8

Complete entries, quoted from the list. Order of values: hcGAS lum | mcGAS inh | NPYLR7 ag
Record of Cc1cn(C(=O)c2ccccc2)c(=O)[nH]1 = -1 | x | -8
Record of CC(C)C(=O)N1CCC(N(C)Cc2nc3ccccc3n2C)CC1 = -7 | x | 4
Record of COCc1c(C(=O)N(C)Cc2ccc(C)o2)noc1C = -7 | x | 25

2 compounds picked at random from the list so far, as already listed:
Fields – hcGAS lum, mcGAS inh, NPYLR7 ag
- CC1CCCC(C)N1NC(=O)Cc1c(Cl)cccc1Cl (stereo not drawn)
  2&-11, x, -10&6
- Cc1c[nH]c(C(=O)N2CCCC3(CC2)CNC(=O)O3)c1 (stereo not drawn)
  5, -1, x

Following part
Fields – hcGAS lum, mcGAS inh, NPYLR7 ag
- N#Cc1ccc(CSC2=NCCN2)cc1
  -8, x, 0
- COc1cc(-c2cc(C(F)(F)F)n3ncc(C(N)=O)c3n2)cc(OC)c1OC
  1, -2, -5
- CN1CCN(C(=O)c2ccccc2NC(=O)c2ccc([N+](=O)[O-])cc2)CC1
  8, 5, -22
- COc1ccccc1S(=O)(=O)Nc1ccc(-c2nnc3n2CCCCC3)cc1
  -6, -7, 2
- CCN(CC)S(=O)(=O)c1ccc2c(c1)nc(SCc1ccc(Cl)s1)n2C(C)C
  -1, -5, -4
- O=C(Nc1ccccc1Br)N1CCSC1c1ccc(OCc2ccccc2)cc1 (stereo not drawn)
  8, 1, -11
- COc1ccc(CNC(=O)c2sc(=O)n(Cc3ccc(F)cc3)c2C)cc1
  -9, x, 15
- CCN(CCO)Cc1csc2c(F)c(F)c(F)c(F)c12
  -4, x, 8
- O=C(c1sc2ccccc2c1Cl)N1CCN(S(=O)(=O)Cc2ccccc2)CC1
  -2, -7, 5
- CCC/C=C/c1cc(C(=O)O)cc(S(=O)(=O)N2CCCC2)c1
  -6, x, -1
- NS(=O)(=O)c1ccc(CCn2cnnc2)cc1
  -2, -18, 1
- COc1ccc(C(O)C(=O)N2CCC(O)(CO)CC2)cc1 (stereo not drawn)
  -1, x, 8
- Oc1c(C(Nc2nccs2)c2cccnc2)ccc2cccnc12 (stereo not drawn)
  -1, x, 3
- CN1CCN(C2=CC(=O)OC23CCCCC3)CC1
  -5, -6, 8
- O=C(NCCC(F)(F)F)c1cnc(N2CCN(Cc3ccccc3)C2=O)s1
  -10, x, -1
- O=C(NCc1ccncc1)c1ccc(CSc2nnc(-c3cccs3)n2-c2ccccc2F)cc1
  -1, -3, x
- CCOC(=O)c1ccc(OC2CC3CCC(C2)N3C(=O)c2ccc(CSc3cc(OC)ccc3OC)cc2)cc1 (stereo not drawn)
  -4, -4, 22
- Cn1cc(C(=O)CN2CCN(C(=O)c3ccc(Cl)cc3)CC2)cn1
  -4, -14, 2
- CCCCCN(Cc1cccn1Cc1cccc(C(F)(F)F)c1)C(=O)Nc1c(Cl)cccc1Cl
  -14, -4, -8
- CC(=O)c1ccc(C(=O)N=c2sc3cc(F)cc(F)c3n2C)cc1
  0, -6, 3
- CC(C)(C)c1cc(NC(=O)c2cc(Cl)ccc2F)n(-c2ccccc2Cl)n1
  -4, -7, 20
- CSc1nnc(CC2CCN(Cc3ccc(NC(C)=O)cc3)CC2)n1C
  0, -9, 11
- COc1cccc2cc(-c3cn(-c4cccc(C)c4)c(=S)[nH]3)c(=O)oc12
  -2, x, 1
- COc1ccc(CCOC(=O)C2CCCCN2C(=O)c2ccc(C(F)(F)F)c(F)c2)cc1OC (stereo not drawn)
  -7, -4, -17
- O=C(Nc1ncn[nH]1)C1CC1c1ccc(Cl)cc1Cl (stereo not drawn)
  4, x, 2
- Cc1cc(C)c(C)c(S(=O)(=O)Nc2ccc3cn[nH]c3c2)c1C
  -9, -7, -4
- Cc1oc(-c2ccc(Cl)cc2)nc1CSc1nc2c(c(=O)[nH]1)CCC2
  -5, -7, -1
- CCCc1nnc(C(=O)N2CCC(O)(c3ccc(C)cn3)CC2)o1
  -5, x, 19
- CCN(CC)Cc1cnc2c(C(=O)N3CCC(c4ccccc4)CC3)cnn2c1
  -6, x, 1
- CCN(CC)C1=C(c2c(C)[nH]n(-c3ccc(F)cc3)c2=O)C(=O)N(c2cccc(C)c2)C1=O
  -9, -8, 5
- O=C(NC(c1ccccc1)c1ccccc1)C1CCCN(S(=O)(=O)c2cccs2)C1 (stereo not drawn)
  -8, -8, 0
- CCCc1c(C)nn(-c2ccc(C(=O)N[C@@H]3CCCc4ccccc43)cc2)c1C
  -4, -4, -5
- CCOC(=O)c1ccccc1NC(=O)CCN1C(=O)c2ccccc2C1=O
  1, -3, -7
- O=C(Cn1nc(-c2cccs2)c2sc(N3CCOCC3)nc2c1=O)c1ccc2c(c1)CCCC2
  -6, -12, -3
- COc1cccc(C(=O)N2CCN(C(C(=O)NCCCN3CCCCC3C)C3CCCC3)CC2)c1 (stereo not drawn)
  -2, -3, -5
- CCOc1nn(CC)cc1C(=O)NCC1CCCO1 (stereo not drawn)
  -8, x, 3
- Cc1ccc(/C=C/C2=NC(=C\c3ccccc3Cl)/C(=O)O2)cc1
  -4, -3, -8
- O=C(CCc1cscn1)NC1(c2ccc(Cl)cc2)CC1
  -12, x, 5
- CCNC(=O)NC(=O)COC(=O)c1oc2ccccc2c1C
  3, x, -6
- O=c1c(Cl)c(NCc2cccnc2OC2CCCC2)cnn1-c1ccc(F)cc1F
  -10, x, 6
- Cc1ccc2ncn(C3CCN(C(=O)Cc4ccccc4C)CC3)c2c1
  3, -2, 6
- CCc1nc2n(n1)C(=O)C(C(c1cccc(OC)c1)N1CCN(C(C)=O)CC1)S2 (stereo not drawn)
  -5, -8, -4
- COc1cc(F)ccc1NC(=O)CCNS(=O)(=O)c1ccc2c(c1)CCCC2
  -5, x, 4
